T cell HTS = modulates CD8 T cell binding to vesicles. 2C CD8+ T cell-vesicle binding, flow cytometry; hits give low values. calls only at 7 µM. 330,000 compounds, 0.068% hits. AID 2052;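 active means response, share of CD8 T cells binding vesicles, and their 90th percentile fluorescence all below set limits, cut at about 80% in these data, passing the limit was not always enough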
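Benchmarks: naked versus QL9-loaded vesicles / Assay system: purified 2C TCR transgenic mouse naive CD8+ T cells / Technique: high-throughput flow cytometry with anti-B7-1 and anti-CD8 staining / Timing: Cell–vesicle co-incubation 1.5 h at 37 °C, staining 20 min on ice / Read-out: percent CD8+ FL2 mean versus row control / Probe or stimulus: QL9-loaded Drosophila micro-vesicles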
Hep lipid drop = modulators of hepatic lipid droplet formation | AML12 mouse hepatocytes, oleate lipid droplets, BODIPY imaging | inhibition, % at 6.5 µM | 240,000 compounds, 0.4% hits;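 active means lipid droplet intensity inhibited by at least 50%, with more than 500 cells counted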
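System: AML12 hepatocytes (mouse). Probe or stimulus: oleic acid at 100 µM to induce lipid droplet formation. Times: overnight treatment with compound plus oleate. Detection: Image-based BODIPY and DAPI two-channel analysis. Evaluation: percent inhibition of filter-corrected integrated lipid droplet intensity per well.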
WT yeast gro inh = growth inhibition of WT yeast, mitochondrial fusion screen | AID 1362 | 190,000 compounds, 2.1% hits | mitochondrial fusion phenotypic screen, WT strain | inhibition, % at 10 µM; in the data active means inhibition above about 58%; tested in S. cerevisiae
b-catenin transl = alters nuclear translocation of beta-catenin in HeLa cells; immunofluorescence imaging; nuclear translocation activity, % at 5 µM; 190,000 compounds, 0.3% hits;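 active means nuclear translocation activity above 50% at 5 µM, with a well cell count of 50 or more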;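 further: per-cell ratio of nuclear to cytoplasmic median beta-catenin stain intensity; plate controls were DMSO negative control for no effect and GSK-3 inhibitor IX positive control for full effect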
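Test system: HeLa cells, endogenous beta-catenin; Compound: single 5 µM dose plus 0.02–20 µM confirmation series; Times: compound exposure 24 h at 37°C; Signal: fluorescence imaging of beta-catenin antibody stain plus DAPI; Read-out: % activation, nuclear-to-cytoplasmic median beta-catenin signal ratio per cell.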
Myeloid diff 2 = promotes myeloid progenitor differentiation; ER-HoxA9 myeloid progenitors, lysozyme-GFP differentiation, flow cytometry; calls only at 10 µM; 360,000 compounds, 1% hits; AID 624256;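 active means normalized GFP-positive differentiation at or above the plate's own cutoff, the solvent-only control mean plus 3 SD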;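 further: cells exposed to compound for four days before flow analysis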
Insulin prom up = MIN6 insulin promoter up-regulation; AID 1625; 190,000 compounds, 0.3% hits; z-score at 5 µM; MIN6 insulin promoter-GFP reporter, high-content imaging; hits give high values;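 active means z-score above 3 at 5 µM with at least 500 cells counted in the well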
MT stabilizer = microtubule stabilization, imaging screen; AID 2205; HeLa tubulin immunostaining HCS, 24 h; share of cells brighter than vehicle mean+2SD; % tubulin-high responders, % at 10 µM; 200,000 compounds, 0.83% hits;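 active means plate Z-score above 3 for both tubulin-high and condensed-nucleus cell shares, with cell loss under 80%, at 10 µM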;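 further: anti alpha tubulin signal scored within the nucleus-defined area of each cell; some results filed as inactive read as strong as hits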
West Nile antiviral = inhibition of WNV-induced cytopathic effect – cell-based, CPE readout (AID 1621); West Nile virus-infected cells, CPE inhibition; higher % means a stronger effect; one-dose CPE inhibition, % at 10 µM; IC50 in µM for titrated hits; 290,000 compounds, 0.02% hits; in the data active means a potency from the dose series; further: strong numbers were not always called active
Autophagy mod = alters autophagy in cells; 190,000 compounds, 0.98% hits; calls only at 10 µM (by protocol); AID 463193; MEF GFP-LC3 puncta imaging; test concentration mostly 10 µM;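 active means percentage of spot-positive cells more than 3 SD above its plate mean, without a fluorescence outlier flag or 80% toxicity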;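 further: spot-positive cell cutoff set from DMSO-treated cells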
WT yeast gro inh mutant strain = further read-out of WT yeast gro inh, marked with its call; inhibition, %; mitochondrial fusion phenotypic screen, mutant strain inhibition
Insulin prom up cell count = further read-out of Insulin prom up, marked with its call; cell count; measured here: cytotoxicity, nuclei count;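 total cells summed across four imaged fields per well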
Hep lipid drop cells 6.5 µM = also measured in Hep lipid drop; calls as there; cell count; measured here: cell count, cytotoxicity flag;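 cells counted across two imaged fields per well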
b-catenin transl cell count 5 µM = further read-out of b-catenin transl, marked with its call; cell count; measured here: cell count, cytotoxicity flag
T cell HTS vesicle-bound % = second read-out of T cell HTS, no call of its own (marks repeat the call); double positive events, %; measured here: CD8+ vesicle-bound cell fraction;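 binding gate set so that unloaded-vesicle control wells show 10% double positive cells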
MT stabilizer Hoechst-high % = also measured in MT stabilizer; calls as there; % Hoechst-high responders; measured here: nuclear condensation Hoechst responders;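 share of cells brighter than vehicle mean plus two SD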
MT stabilizer cytotoxicity % = second read-out of MT stabilizer, no call of its own (marks repeat the call); toxicity, %; measured here: cytotoxicity by cell density;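 0% = mean cell density of plate MIN control wells and 100% = no cells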
Autophagy mod cell loss 18 h = also measured in Autophagy mod; calls as there; toxicity, %; measured here: cell loss, nuclei count;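 cell loss after 18 h compound exposure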
Myeloid diff 2 GFP+ MAC1+ % = also measured in Myeloid diff 2; calls as there; GFP+ MAC1+ double positive, %; measured here: differentiation confirmed by MAC1 staining
Numbers without * were called inactive; i = inactive; . = not tested or not shown.

Start of the listing, in advance (eight entries):
SMILES	T cell HTS	T cell HTS vesicle-bound %	Hep lipid drop	Hep lipid drop cells 6.5 µM	WT yeast gro inh	WT yeast gro inh mutant strain	b-catenin transl	b-catenin transl cell count 5 µM	Myeloid diff 2	Myeloid diff 2 GFP+ MAC1+ %	Insulin prom up	Insulin prom up cell count	MT stabilizer	MT stabilizer Hoechst-high %	MT stabilizer cytotoxicity %	West Nile antiviral	Autophagy mod	Autophagy mod cell loss 18 h
COc1ccc(/C=C(/NC(=O)c2ccco2)C(=O)N2CCc3ccccc32)cc1OC	i	17	-21	700	.	.	-1.3	1302	i	0.4	0.28	859	.	.	.	0.6%	.	.
Cc1cc(OCC(=O)N2CCCC2)ccc1Cl	i	9	.	.	-4	2	-3.5	998	i	0.3	0.21	1167	4.2	2.1	7.7	0.0%	i	-5
O=C(COC(=O)Cc1ccccc1F)Nc1ccc(Cl)cn1	i	47	10	702	-4	3	0.4	1168	i	0.6	1.3	1202	3.6	2.8	7.9	1.2%	i	-4
Cc1ccc2cc(CCNS(=O)(=O)c3ccc(Cl)cc3)c(=O)[nH]c2c1C	i	19	-1	814	.	.	.	.	i	0.6	.	.	.	.	.	-1.7%	.	.
CCCCCCN(C(=O)CCCCCN1C(=O)NC(c2ccc(-c3ccccc3)cc2)C(C(=O)OCc2ccccc2)=C1C)C(C(=O)NCCCC)C1CCCCC1 (stereo unspecified)	.	.	-1	698	.	.	2.7	1382	.	.	-0.4	796	.	.	.	-1.2%	.	.
Cc1ccc2c(c1)NC(=O)C(CC(=O)Nc1ccc(Br)c(C)c1)O2 (stereo unspecified)	i	54	6	683	.	.	.	.	i	0.9	.	.	.	.	.	-1.4%	.	.
CCN(CC)c1ccc(/C=N/NC(=O)Nc2nonc2N)cc1	i	35	-4	708	-2	16	-1.7	590	i	0.4	0.62	1336	4.8	2.0	5.8	-0.5%	i	-7
Cc1nc2ccccc2n1CC(O)COc1ccccc1Cl (stereo unspecified)	i	53	-22	664	7	28	3.2	970	i	0.0	-1.6	805	2.2	1.2	0.3	-1.3%	i	0

All compounds of this part, from the start:
SMILES	T cell HTS	T cell HTS vesicle-bound %	Hep lipid drop	Hep lipid drop cells 6.5 µM	WT yeast gro inh	WT yeast gro inh mutant strain	b-catenin transl	b-catenin transl cell count 5 µM	Myeloid diff 2	Myeloid diff 2 GFP+ MAC1+ %	Insulin prom up	Insulin prom up cell count	MT stabilizer	MT stabilizer Hoechst-high %	MT stabilizer cytotoxicity %	West Nile antiviral	Autophagy mod	Autophagy mod cell loss 18 h
COc1ccc(/C=C(/NC(=O)c2ccco2)C(=O)N2CCc3ccccc32)cc1OC	i	17	-21	700	.	.	-1.3	1302	i	0.4	0.28	859	.	.	.	0.6%	.	.
Cc1cc(OCC(=O)N2CCCC2)ccc1Cl	i	9	.	.	-4	2	-3.5	998	i	0.3	0.21	1167	4.2	2.1	7.7	0.0%	i	-5
O=C(COC(=O)Cc1ccccc1F)Nc1ccc(Cl)cn1	i	47	10	702	-4	3	0.4	1168	i	0.6	1.3	1202	3.6	2.8	7.9	1.2%	i	-4
Cc1ccc2cc(CCNS(=O)(=O)c3ccc(Cl)cc3)c(=O)[nH]c2c1C	i	19	-1	814	.	.	.	.	i	0.6	.	.	.	.	.	-1.7%	.	.
CCCCCCN(C(=O)CCCCCN1C(=O)NC(c2ccc(-c3ccccc3)cc2)C(C(=O)OCc2ccccc2)=C1C)C(C(=O)NCCCC)C1CCCCC1 (stereo unspecified)	.	.	-1	698	.	.	2.7	1382	.	.	-0.4	796	.	.	.	-1.2%	.	.
Cc1ccc2c(c1)NC(=O)C(CC(=O)Nc1ccc(Br)c(C)c1)O2 (stereo unspecified)	i	54	6	683	.	.	.	.	i	0.9	.	.	.	.	.	-1.4%	.	.
CCN(CC)c1ccc(/C=N/NC(=O)Nc2nonc2N)cc1	i	35	-4	708	-2	16	-1.7	590	i	0.4	0.62	1336	4.8	2.0	5.8	-0.5%	i	-7
Cc1nc2ccccc2n1CC(O)COc1ccccc1Cl (stereo unspecified)	i	53	-22	664	7	28	3.2	970	i	0.0	-1.6	805	2.2	1.2	0.3	-1.3%	i	0
CCOc1ccc(NC(=O)CCS(=O)(=O)c2ccc3c(c2)CCCN3C(C)=O)cc1	i	26	.	.	-8	0	4.2	1375	i	0.5	0.41	1107	3.9	1.7	0.6	0.0%	i	9
CC(C)c1c(O)c2c(n(-c3ccccc3)c1=O)CCCC2	i	48	13	714	7	-1	-0.4	1183	i	1.0	0.1	1421	5.1	0.9	6.4	-0.1%	i	-3
Cc1ccc(S(=O)(=O)c2nc(-c3ccccc3)oc2NCCCN2CCOCC2)cc1	.	.	-12	711	-5	-6	0.7	1116	i	0.2	0.57	1244	4.9	3.4	6.5	-0.8%	i	5
CCc1ccc(/C=N/NC(=O)c2cc(C3CC3)nc3ccccc23)s1	i	40	14	811	12	-2	.	.	.	.	.	.	41*	51*	35*	0.1%	i	33
C=CCn1c(SCC(=O)NCC(=O)OCC)nnc1-c1cccc(OC)c1	i	54	11	800	-28	-11	-0.7	1202	i	0.8	-0.35	992	2.4	1.3	0.8	0.2%	i	0
CN(CCc1ccccc1)C1CCCN(S(=O)(=O)CC(F)(F)F)C1 (stereo unspecified)	i	65	0	776	.	.	.	.	i	0.1	.	.	.	.	.	0.0%	.	.
O=C(c1cc(Sc2ccc(Cl)cc2)nc2ccccc12)N1CCN(c2ccccn2)CC1	i	31	-38	675	44	39	1.2	1034	i	0.1	-0.03	1194	9.1	1.1	24	-1.2%	i	5
Cc1cc2oc(=O)cc(CNc3ccccc3F)c2cc1O	i	51	-13	674	.	.	.	.	i	0.4	.	.	.	.	.	-1.8%	.	.
Cc1ccccc1N1CC(C(=O)Nc2nnc(SCCN3CCOCC3)s2)CC1=O (stereo unspecified)	i	11	-1	719	.	.	.	.	i	0.0	.	.	.	.	.	0.9%	.	.
OC(COc1ccc2c(c1)OCO2)CN1CCN(c2ccc(F)cc2)CC1 (stereo unspecified)	i	50	-24	675	4	11	3.9	1037	i	0.2	-0.59	1553	4.5	3.3	7.9	-1.3%	i	-2
Cc1ccc(S(=O)(=O)NC(=O)NCc2ccc(Cl)cc2)cc1	i	37	32	763	-7	14	.	.	i	3.2	0.53	967	2.5	3.0	7.5	-0.4%	i	3
Cc1cc2c(c(SCC(=O)NCc3ccc(Cl)cc3)n1)C(=O)OC2	i	49	5	696	3	3	-0.2	1087	i	0.2	0.75	1147	2.4	1.4	3.9	0.7%	i	-3
Cc1ccc(N(CC(=O)NCCc2ccccc2)C(=O)c2csnn2)cc1	i	48	-3	768	.	.	.	.	i	0.5	.	.	.	.	.	-0.7%	.	.
O=C(c1ccc(-n2cccc2)cc1)N1CCOCC1	i	48	-5	816	-29	-7	-3.2	1199	i	0.3	-0.18	814	1.8	1.5	6.8	-0.8%	i	8
O=C(NN1CCOCC1)c1sc2cccc(F)c2c1Cl	i	46	-22	661	8	10	2.5	907	i	0.4	0.31	1575	7.2	2.1	8.2	0.3%	i	11
O=C(Nc1ccc(F)cc1)NC1(C(=O)NCc2ccco2)CCCCC1	i	52	.	.	12	7	-1.4	1179	i	2.4	0.81	1287	4.7	2.6	9.2	-0.4%	i	-10
CC1=C(C#N)S(=O)(=O)C(C#N)C(c2ccccc2)C1 (stereo unspecified)	i	35	-1	614	.	.	0.5	1270	i	0.4	0.15	1041	.	.	.	0.5%	.	.
O=C(O)CSCCc1ccccn1	i	48	.	.	17	-5	-2.5	1200	i	0.8	0.73	1164	4.5	1.8	8.8	0.3%	i	11
Cc1ccc(CNC(=O)Cn2ccc3cc(S(=O)(=O)N4CCCC4)ccc32)o1	i	32	13	782	.	.	.	.	i	1.0	.	.	.	.	.	0.1%	.	.
CCN(CC)CCN(C(=O)c1ccc(C(C)=O)cc1)c1nc2ccc(Cl)cc2s1	i	34	-21	731	-8	8	0.5	1065	i	0.7	0.76	1238	4.7	3.0	5.0	1.4%	i	11
CC(=O)c1ccc(NC(=S)NC(NC(=O)c2ccco2)C(Cl)(Cl)Cl)cc1 (stereo unspecified)	i	26	13	804	-2	0	.	.	i	0.8	-1.8	862	2.3	1.6	4.4	-0.1%	i	-6
CCCn1nc(C(=O)Nc2ccc(S(=O)(=O)Nc3ncccn3)cc2)c2ccccc2c1=O	i	21	0	702	.	.	-0.5	1345	i	1.0	-0.7	955	.	.	.	0.4%	.	.
CCCCNS(=O)(=O)c1ccc(NC(=O)C2c3ccccc3Oc3ccccc32)cc1	i	49	11	667	-6	-6	-0.8	1130	i	0.5	-0.3	1513	5.8	8.1	4.3	-0.4%	i	-8
N=c1n(CCCOc2ccc(Br)cc2)c2ccccc2n1CC(N)=O	i	32	-32	714	.	.	-0.6	1172	i	0.5	-0.18	1389	.	.	.	0.2%	.	.

High-throughput results from PubChem BioAssay.
